# Cdc42 wt: modulators (inhibitors or activators) of GTP binding to human Cdc42 wildtype. percent activity (GTP binding), % at 10 µM. GST-Cdc42 beads, Bodipy-GTP binding, flow cytometry; actives lie on both sides. 0.2% of 190,000 active. P60953;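 active means percent activity GTP binding at least 20 points away from the 100% baseline, either down as inhibitor or up as activator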;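 further: median bead fluorescence of bound Bodipy-FL-GTP at 100 nM; 0% = excess unlabeled GTP control and 100% = no compound control; below 100% means less GTP binding so inhibitor and above means activator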
# Target sequence (P60953 whole entry, looked up): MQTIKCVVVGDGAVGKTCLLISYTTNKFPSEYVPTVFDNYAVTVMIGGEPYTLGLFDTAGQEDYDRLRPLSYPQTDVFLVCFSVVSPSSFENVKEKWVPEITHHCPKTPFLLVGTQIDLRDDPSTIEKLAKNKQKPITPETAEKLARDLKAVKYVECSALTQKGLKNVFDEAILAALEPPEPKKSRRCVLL
# Avidin fluor: compound fluoresces at 488/530 nm on avidin beads; AID 1775; compound fluorescence 488/530 nm, flow cytometry; active compounds read high; fluorescence (KMESF) at 10 µM; 0.38% of 220,000 active; in the data active means fluorescence above about 47; further: inactives centre near 10
# GSH fluor: GSH bead compound fluorescence profile. GSH beads flow cytometry, compound fluorescence 488/530 nm; active compounds read high. fluorescence (KMESF) at 10 µM. 0.25% of 190,000 active. AID 1776; in the data active means fluorescence above about 89;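 further: glutathione beads carrying GST-tagged Bcl family fusion proteins plus one bare bead set; values are compound well signal with DMSO vehicle wells as background; inactives centre near 16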
# Mcl1-Noxa inh: Mcl-1/Noxa interaction inhibition. Q07820. TR-FRET Mcl-1/Noxa peptide binding, 2 h. inhibition, % at 21.7 µM. 1.5% of 220,000 active. AID 1022;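 active means compounds that cut the protein-peptide binding signal by more than 50% relative to plate controls in a single-dose test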;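 further: His-tagged Mcl-1 with rhodamine Noxa BH3 peptide and terbium anti-His antibody; 0% = Mcl-1 plus Noxa peptide wells and 100% = peptide-only wells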
# Target sequence (Q07820 whole entry, looked up): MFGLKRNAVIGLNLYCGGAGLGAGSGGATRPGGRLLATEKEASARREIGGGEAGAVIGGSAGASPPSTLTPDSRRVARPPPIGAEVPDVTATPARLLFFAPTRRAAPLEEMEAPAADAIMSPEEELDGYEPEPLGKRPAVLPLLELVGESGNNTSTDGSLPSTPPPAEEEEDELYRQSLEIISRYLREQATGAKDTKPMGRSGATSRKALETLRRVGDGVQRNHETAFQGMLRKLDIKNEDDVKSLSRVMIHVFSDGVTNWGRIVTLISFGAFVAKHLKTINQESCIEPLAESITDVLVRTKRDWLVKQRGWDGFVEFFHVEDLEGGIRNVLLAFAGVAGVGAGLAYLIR
# Rac1 wt modul: modulators of human Rac1 wildtype GTP binding; AID 757; P63000; GTP binding activity (% of control), % at 10 µM; 0.27% of 190,000 active; GST-Rac1 beads, fluorescent GTP binding, flow cytometry; actives lie on both sides; 0 = cold GTP competed, 100 = untreated;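 active means GTP binding activity at least 20 points away from the 100% control level, either lower or higher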
# Mcl1 Bid PPI: disrupts binding of human Mcl-1 to Bid peptide; Q07820; TR-FRET Mcl-1/Bid-Dy647 peptide binding, 1536-well; inhibition, % at 21.7 µM; 0.97% of 220,000 active; AID 1021;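 active means compounds that cut the binding signal by more than half at the single screening dose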;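 further: His-tagged Mcl-1 with europium anti-His antibody binding Bid BH3 peptide; 0% = Mcl-1 plus peptide wells and 100% = peptide-only wells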
# Rac1 mut GTP: alters GTP binding to activated mutant human Rac1. AID 764. percent activity (GTP binding), % at 10 µM. P63000. 0.11% of 190,000 active. GST-Rac1 activated beads, fluorescent GTP binding, flow cytometry; actives lie on both sides; 100% means binding = to untreated wells;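 active means GTP binding at least 20 percentage points away from the 100% baseline, in either direction, so actives lie on both sides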
# Pf gametocyte: P. falciparum stage V gametocyte viability inhibition; P. falciparum stage V gametocytes, ATP luminescence, 24 h; 0.065% of 150,000 active; inhibition, % at 10.9 µM;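 active means inhibition above the mean plus 3 SD of compounds within the control limits, set per campaign, cut at about 38% in these data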;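 further: 0% = DMSO wells and 100% = medium only without gametocytes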
# HRas wt GTP bind: human HRas wildtype GTP binding, change in either direction; GST-Ras wt beads, Bodipy-FL-GTP binding, flow cytometry; actives lie on both sides; AID 759; P01112; GTP binding activity, % at 10 µM; 0.14% of 190,000 active;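 active means GTP binding activity at least 20% away from the 100% baseline, either lowered as inhibitor or raised as activator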;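 further: 0% = unlabeled GTP competition control and 100% = no-compound control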
# Target sequence (P01112 whole entry, looked up): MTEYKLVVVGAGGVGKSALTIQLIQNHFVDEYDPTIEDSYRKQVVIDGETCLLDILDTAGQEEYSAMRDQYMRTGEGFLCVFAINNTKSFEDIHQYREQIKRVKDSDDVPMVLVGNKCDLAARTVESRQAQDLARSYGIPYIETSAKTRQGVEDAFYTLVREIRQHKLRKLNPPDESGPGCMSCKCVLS
# Rab7 wt modul: alters GTP binding to wildtype dog Rab7; GST-Rab7 beads, fluorescent GTP binding, flow cytometry; actives lie on both sides; untreated = 100%, excess cold GTP = 0%; GTP binding activity (percent of control), % at 10 µM; 0.055% of 190,000 active; AID 758;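 active means fluorescent GTP binding to Rab7 beads changed by at least 20 points from the 100% baseline, either direction, mostly lower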;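 further: median green fluorescence of bound Bodipy-FL-GTP per Rab7 bead population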
# Rab2A wt mod: changes GTP binding to wildtype dog Rab2A, up or down. GTP binding activity, % at 10 µM. GST-Rab2 wt beads, Bodipy-GTP binding, flow cytometry. P61105. 0.19% of 190,000 active;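 active means GTP binding activity at least 20 points away from 100%, either lowered or raised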;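 further: 0% = beads with excess unlabeled GTP and 100% = no-compound control corrected for plate trend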
# Numbers without * were called inactive; . = no result given. Not a hit list. About 3% of those tested had a hit in this group.
SMILES,Cdc42 wt,Avidin fluor,GSH fluor,Mcl1-Noxa inh,Rac1 wt modul,Mcl1 Bid PPI,Rac1 mut GTP,Pf gametocyte,HRas wt GTP bind,Rab7 wt modul,Rab2A wt mod
O=C(CNC(=O)c1cc(=O)[nH]c2ccccc12)Nc1ccc(F)c(F)c1,98,11,15,8,97,-6,98,-1,98,105,99
Cc1ccc(/C=[N+](\[O-])c2ccc(N(C)C)cc2)c2nsnc12,89,6,10,48,86,-56,83,-4,89,95,89
N#CC1(Cc2ccccc2)c2ccccc2C=CN1C(=O)c1ccccc1 (centres undefined),98,11,75,3,98,0,96,.,97,92,94
O=C1CC(N2CCCCC2)C(=O)N1c1ccccc1 (centres undefined),103,7,15,0,103,-4,102,-2,101,91,100
O=C(O)c1cc2c(cc1Cl)N1CCCCCC1=NS2(=O)=O,100,11,10,5,103,-1,99,-23,99,98,98
O=C(NC1CCCC1)c1n[nH]c2ccccc12,96,10,13,15,93,-15,90,-8,96,105,98
Cc1cccc(C)c1NC(=O)C(NC=O)c1ccccc1 (centres undefined),98,7,24,7,101,-4,93,16,99,101,99
COc1ccc(NC(=O)c2ccc3ccccc3n2)cc1S(=O)(=O)N1CCCCC1,97,11,16,1,95,-12,96,.,95,94,94
COc1ccc2[nH]c(=O)c(CN(C(=O)NC3CCCCC3)C3CCCC3)cc2c1,98,8,27,9,98,6,97,-3,97,100,96
CN(Cc1cccs1)C(=O)CSc1nc2ccccc2[nH]1,94,25,9,9,97,3,94,1,95,96,96
O=C(Nc1ccc2c(c1)OCO2)C1CCCN1C(=O)OCc1ccccc1 (centres undefined),96,14,9,-12,93,-13,97,29,99,97,97
O=C(NCc1ccco1)C1CCN(S(=O)(=O)c2cccc3cccnc23)CC1,103,8,18,8,107,-22,100,.,102,103,105
Cn1cc(/C=C/C(=O)N2CCCC(C(=O)c3cccc(C(F)(F)F)c3)C2)cn1 (centres undefined),95,3,11,10,96,-2,95,-18,97,95,95
CCNS(=O)(=O)c1cc(OC)c(Cl)cc1OC,106,8,10,-6,108,-11,101,-12,102,100,99
Cc1ccc(NC(=O)c2ccc(S(=O)(=O)NCC3CCCO3)cc2)cc1C (centres undefined),98,11,24,-3,103,-26,97,3,95,97,97
C=CCn1c(=O)c2ccc(C(=O)NCc3ccccc3)cc2n(Cc2ccc(C)cc2)c1=O,100,5,12,-2,104,-4,100,.,96,92,97
Nc1c(C(=O)O)cnc2c(-c3ccc(Cl)cc3)cnn12,89,9,20,34,91,0,95,21,93,92,93
COc1ccc(NC(=O)[C@@H]2[C@@H]3C(=O)N(C4CCCCC4)C(=O)[C@@H]3C3c4ccccc4C=CN32)cc1 (some centres undefined),100,15,6,-11,101,-113,99,2,99,98,100
COC(=O)C1=C(CSc2nc3c(cc2C#N)CN(C)CC3)OC(N)=C(C#N)C1c1ccc(F)cc1 (centres undefined),97,5,26,36,106,-20,98,10,102,103,100
COc1ccc2[nH]c(=O)c(CN(CCc3cccc(C)c3)C(C)=O)cc2c1,101,15,21,-5,95,6,96,.,101,95,100
Cc1cc2n(n1)C(c1c[nH]c3ccccc13)Nc1ccccc1-2 (centres undefined),100,7,26,0,99,-50,100,.,102,100,101
O=C(CN1C(=O)c2ccccc2C1=O)N1CCOCC1,103,35,11,10,105,-8,100,14,102,99,99
COc1ccc(CN2CCN(CCCCOc3ccc(Cl)cc3)CC2)c(OC)c1OC,98,6,19,37,98,34,97,-2,95,96,96
C=C(C)c1cccc(C(C)(C)NC(=O)N2CCCCC2CC)c1 (centres undefined),102,7,8,-4,101,-10,95,6,97,96,99
O=C(NC(C(=O)N/N=C/c1ccccc1)c1n[nH]c(=O)c2ccccc12)c1ccccc1 (centres undefined),97,17,34,5,102,-19,99,.,100,100,99
O=C(CCSc1ccccc1)N1CCN(c2ccccc2)CC1,94,19,10,-4,99,-28,94,4,98,103,98
CCCn1cnc2scc(-c3ccc(C)cc3)c2c1=O,91,11,11,-14,93,-24,92,.,95,104,98
COc1cccc(-c2nnn(CC(=O)Nc3ccc(C)cc3C)n2)c1OC,100,7,48,-30,101,18,98,9,101,96,97
CC(C)(C)c1ccc(S(=O)(=O)N2CC(=O)Nc3ccccc32)cc1,99,8,39,-7,99,4,97,.,98,103,99
COc1ccccc1CNCC(=O)NCc1ccc(C)cc1,97,10,23,25,101,7,98,25,101,99,100
O=C(NC1CCN(C(=O)NCc2ccccc2)CC1)c1ccco1,97,41,12,-4,95,-6,95,.,98,97,95
CCC1CCCCN1c1nc(-c2ccncc2)nc2ccccc12 (centres undefined),92,9,11,17,96,3,95,17,96,95,98
Cn1c(=O)n(C)c2cc(S(=O)(=O)NCCO)ccc21,104,7,36,7,106,3,99,-1,103,102,103
Cc1c(C(=O)NNS(=O)(=O)c2ccccc2Cl)sc(=S)n1C,101,15,17,24,102,-49,99,-8,99,99,99
Cc1cc2c(Nc3ccccc3)ncnc2s1,96,8,15,28,93,8,96,17,94,93,93
Cc1cc2c(cc1C)N(C(=O)CSC1=NCCS1)C(C)(C)c1ssc(=S)c1-2,93,10,33,0,97,-31,94,.,97,98,96
COc1cccc2cc(C(=O)N3C(C)CCCC3C)c(=O)oc12 (centres undefined),104,7,61,-1,106,-6,101,.,103,101,101
CC(=O)N(c1ccc(Cl)cc1)c1cn(C(C)=O)c2ccccc12,93,11,14,-1,99,-14,94,.,100,107,97
Cc1cc(C2=NNC(=Nc3ccccc3)SC2)c(C)n1C,95,22,7,16,96,-40,95,-25,93,95,95
CCCCn1nc(NC(=O)c2cccs2)c2cc3ccccc3nc21,101,5,11,20,104,15,100,-2,103,99,103
CCCn1c(=S)[nH]c2cc(C(=O)N3CCCC(C(=O)OCC)C3)ccc2c1=O (centres undefined),99,8,23,22,101,0,96,-19,100,98,100
CCOc1ccc(C(CC(=O)O)NC(=O)c2cccs2)cc1 (centres undefined),99,2,23,2,104,-7,100,.,98,95,98
C#CCOCCOCCOCCNc1nc(N2CCN(C(=O)[C@H](CCCCN)n3cc(C(N)CC(C)C)nn3)CC2)nc(N2CCN(C(=O)[C@H](CCC(=O)O)n3cc(C(N)[C@H](C)CC)nn3)CC2)n1 (some centres undefined),99,7,17,37,99,82*,99,.,98,96,97
O=C1CC(N2CCN(c3cccc(C(F)(F)F)c3)CC2)C(=O)N1c1ccc(F)cc1 (centres undefined),103,13,35,3,106,-27,99,5,102,100,101
COc1ccc(/C(N)=N/OC(=O)c2cccc([N+](=O)[O-])c2)cc1OC,100,8,18,11,99,16,99,-1,100,100,99
COCCNC(=O)CSc1ncnc2sc(-c3ccccc3)cc12,97,7,12,21,96,-37,95,-17,97,97,97
CC(C)Oc1ccc(CNC(=S)N/N=C/c2ccc([N+](=O)[O-])cc2)cc1,101,5,59,-2,99,-19,98,.,100,97,98
CCOc1ccc2[nH]c(=O)c(CN(CCCO)C(C)=O)cc2c1,105,16,29,27,102,8,99,.,103,100,103
Nc1nc(C(=O)N2CCOCC2)nn1C(=O)c1ccc(Cl)cc1,103,8,19,-3,107,-10,99,.,104,101,101
CCc1ccc(C(=O)OCC(=O)c2c(N)n(CC(C)C)c(=O)n(C)c2=O)cc1,91,6,16,5,97,-21,92,4,97,105,97
CC(C)[C@H](NS(=O)(=O)c1cccc(C(F)(F)F)c1)C(=O)OCC(N)=O,96,9,15,-10,96,-26,95,-27,97,104,99
O=C(Nc1ccc(F)cc1)C(Sc1nnc2ccccn12)c1ccccc1 (centres undefined),97,1,6,7,104,-25,100,-31,103,106,100
Cc1c(Cl)c(C(=O)NNC(=S)Nc2ccccc2)nn1C,101,18,15,-55,103,-112,98,11,100,104,100
CCn1nc(C)c(/C=N/NC(=O)c2ccoc2C)c1C,104,14,23,11,101,-19,102,-3,103,98,104
CN(CCC#N)c1ccc(/C=C(\C#N)c2ccccn2)cc1,91,12,7,19,99,-33,97,15,94,91,90
Cc1nc2ncnn2c(C)c1CCC(=O)NCCCN1CCN(c2cccc(Cl)c2)CC1,100,10,27,-19,100,-13,100,25,99,99,100
Cn1c(SCC(=O)Nc2cccc(NC(=O)c3cccs3)c2)nnc1-c1ccncc1,102,9,40,20,99,-4,96,.,99,96,97
O=S(=O)(NCc1ccccc1)c1ccc(Cl)cc1,103,11,25,-24,103,-18,102,-6,100,98,101
COc1cccc(C2C(C#N)=C(N)OC3=C2C(=O)CCC3)c1OC(=O)c1ccco1 (centres undefined),103,6,14,-17,105,-35,100,-2,100,100,102
C=CCOc1cccc(/C=C2\C(=O)N(Cc3ccc(C)cc3)C(C)=C2C(=O)OC)c1,94,10,14,-5,101,-4,98,-8,99,104,98

# Exported with two lines to a compound: part of the list above.
# Below each compound: Cdc42 wt, Avidin fluor, GSH fluor, Mcl1-Noxa inh, Rac1 wt modul, Mcl1 Bid PPI, Rac1 mut GTP, Pf gametocyte, HRas wt GTP bind, Rab7 wt modul, Rab2A wt mod
Cn1c(SCC(=O)Nc2cccc(NC(=O)c3cccs3)c2)nnc1-c1ccncc1
 : 102, 9, 40, 20, 99, -4, 96, ., 99, 96, 97
O=S(=O)(NCc1ccccc1)c1ccc(Cl)cc1
 : 103, 11, 25, -24, 103, -18, 102, -6, 100, 98, 101

# (more compounds)
SMILES,Cdc42 wt,Avidin fluor,GSH fluor,Mcl1-Noxa inh,Rac1 wt modul,Mcl1 Bid PPI,Rac1 mut GTP,Pf gametocyte,HRas wt GTP bind,Rab7 wt modul,Rab2A wt mod
Cc1[nH]c(C(=O)N/N=C/c2ccc(C(=O)O)cc2)c(C)c1C(=O)N/N=C/c1ccc(C(=O)O)cc1,99,6,17,16,98,-19,100,17,98,100,100
COc1ccc(NS(=O)(=O)c2cc(NC(=O)c3cc(=O)c4ccccc4o3)ccc2OC)cc1,90,12,11,14,86,-29,92,0,90,101,91
O=C1Nc2ccccc2CCC1Sc1nnc(-c2ccc(Cl)cc2)s1 (centres undefined),105,7,17,-1,106,1,100,.,102,104,103
COc1ccc(S(=O)(=O)N2CCCC(C(=O)NCc3ccncc3)C2)cc1Cl (centres undefined),103,12,14,5,104,-15,101,.,102,99,100
CC(O)C(=O)NCCOCCOCCNC(=O)C(C)O (centres undefined),103,24,10,3,107,-7,101,.,101,99,100
COc1cc(NC(=O)C2=C(N3CCOCC3)/C(=C\c3ccc(Br)cc3)CC2)cc(OC)c1OC,97,6,10,25,102,-28,96,.,96,98,96
CCOC(=O)CSc1nn(-c2ccccc2)c(=S)s1,109,10,15,1,110,-13,109,20,107,104,103
COc1cc(NC(=O)c2ccc(F)cc2)c(OC)cc1Cl,104,5,13,14,106,-4,100,-23,102,100,101

# Individual results from the list.
# Rab7 wt modul, CC(O)C(=O)NCCOCCOCCNC(=O)C(C)O (centres undefined) → 99
# Rab2A wt mod, COc1cc(NC(=O)c2ccc(F)cc2)c(OC)cc1Cl → 101
# Rab7 wt modul, O=C1Nc2ccccc2CCC1Sc1nnc(-c2ccc(Cl)cc2)s1 (centres undefined) → 104
# HRas wt GTP bind, COc1ccc(S(=O)(=O)N2CCCC(C(=O)NCc3ccncc3)C2)cc1Cl (centres undefined) → 102

# Screening data: PubChem, several laboratories
